Compound activity: PubChem, Sanford-Burnham Center for Chemical Genomics
TAG inh: reduces triacylglycerol accumulation in H9c2 cells. Nile Red lipid (TAG) fluorescence; cells loaded with 200 µM oleic acid. inhibition, % at 12.5 µM. actives 0.66% (n = 230,000). AID 651582;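 active means pattern-corrected inhibition of lipid staining of at least 50% with the nuclear-stain viability signal not falling by more than 50%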;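 further: 0% = DMSO wells and 100% = triacsin C control wells; some results filed as inactive read as strong as hits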
TAG inh DAPI viability: further read-out of TAG inh, marked with its call; DAPI nuclei signal change (viability), lower = more cytotoxic, %;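 whole-well DAPI fluorescence read on a plate reader as a viability signal; minus 50 percent equals half of cells still viable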
An asterisk follows results filed as active.

What do the screens show for `Cc1ccc(S(=O)(=O)N2CCOC2CNC(=O)C(=O)NCC(C)C)cc1` (stereo not given)?
TAG inh: 9; TAG inh DAPI viability: -5

What do the screens show for `O=C(c1ccc(F)cc1)N1CCOC(c2nc(-c3ccc(F)cc3)no2)C1` (stereo not given)?
TAG inh: -16; TAG inh DAPI viability: 2

How did O=c1ccn(-c2cccc(C(F)(F)F)c2)nc1-c1ccn(-c2cccc(Cl)c2)n1 do in these assays?
TAG inh: 16; TAG inh DAPI viability: -7

Results for Cc1cccc(NC(=O)CN2CCSc3ccccc32)c1 ?
TAG inh: 11; TAG inh DAPI viability: -16

What do the screens show for `CN(C1CCS(=O)(=O)C1)S(=O)(=O)c1ccc2ccccc2c1` (stereo not given)?
TAG inh: 5; TAG inh DAPI viability: -6

What do the screens show for `COc1ccc(N2CC(NC(=O)N3CCc4ccccc43)CC2=O)cc1OC` (stereo not given)?
TAG inh: -4; TAG inh DAPI viability: -6

How did COc1ccc(NC(=O)CCc2c(C)nc3nc(C)nn3c2C)cc1 do in these assays?
TAG inh: 8; TAG inh DAPI viability: -6

How did Cc1cc(C)nc(N/N=C/C2=C(N3CCOCC3)C(=C\c3ccc(Cl)cc3)/CC2)n1 do in these assays?
TAG inh: -24; TAG inh DAPI viability: 10

How did CC(=O)Nc1ccc(NS(=O)(=O)c2ccc3[nH]c(=O)[nH]c3c2)cc1 do in these assays?
TAG inh: -19; TAG inh DAPI viability: -7

Results for OC(c1cccc(CN2CCCCC2)c1)c1ncc(-c2cccc(C(F)(F)F)c2)[nH]1 (stereo not given) ?
TAG inh: 7; TAG inh DAPI viability: -1

How did CCC(Sc1nc(-c2ccccc2)c(C#N)c(=O)[nH]1)C(=O)Nc1nnc(C)s1 (stereo not given) do in these assays?
TAG inh: 1; TAG inh DAPI viability: -8

What do the screens show for `CC1(C)CN=C(c2ccccc2)NC1`?
TAG inh: 9; TAG inh DAPI viability: -4

How did COCCN1C(=O)c2ccc(C(=O)NCc3ccco3)cc2C1=O do in these assays?
TAG inh: -3; TAG inh DAPI viability: -3

What do the screens show for `CC(=O)c1ccc(-c2ccc(C(=O)NC3CC(C)(C)NC(C)(C)C3)o2)cc1`?
TAG inh: 29; TAG inh DAPI viability: 81

Results for CCOC(=O)c1noc(C)c1C(=O)Nc1cccc(F)c1 ?
TAG inh: -3; TAG inh DAPI viability: 7

How did COc1ccc(/C=N\NC(=O)c2sccc2C)cc1Cn1nc(C)cc1C do in these assays?
TAG inh: 42; TAG inh DAPI viability: -7

How did COC(=O)c1ccc(Cn2nc(C)c(Br)c2C)cc1 do in these assays?
TAG inh: -46; TAG inh DAPI viability: 3

How did CCC1(CC)NC(=O)N(CC(=O)OCC(=O)NC(=O)c2ccccc2)C1=O do in these assays?
TAG inh: -3; TAG inh DAPI viability: 5

Results for Nc1nc(=S)[nH]c2c1C1(CCCC1)Cc1ccccc1-2 ?
TAG inh: -4; TAG inh DAPI viability: 0

What do the screens show for `O=C1CCc2cc(S(=O)(=O)NC(C(=O)NCc3cccnc3)c3ccccc3)ccc2N1` (stereo not given)?
TAG inh: 19; TAG inh DAPI viability: 0

How did CC(=O)c1cccc(NC(=O)COC(=O)Cc2ccc(Cl)cc2)c1 do in these assays?
TAG inh: 9; TAG inh DAPI viability: -7

How did COc1ccccc1N(C)S(=O)(=O)c1ccc(C(=O)OCC(=O)N2CCCCCC2)cc1 do in these assays?
TAG inh: -7; TAG inh DAPI viability: -14

Results for O=C(OCCOc1ccc(Br)cc1)c1ccc(Cl)nc1 ?
TAG inh: 1; TAG inh DAPI viability: -8

What do the screens show for `CC(C)(C)NS(=O)(=O)c1ccc(Oc2ncc(C(F)(F)F)cc2Cl)cc1`?
TAG inh: -10; TAG inh DAPI viability: -9

How did O=[N+]([O-])c1ccc2c(c1)nc1n2CCN(c2ccccc2)C1 do in these assays?
TAG inh: 15; TAG inh DAPI viability: -5

Results for C/C(=N\NC(=O)CC1N=C(Cc2ccccc2)NNC1=O)c1ccc(Cl)cc1Cl (stereo not given) ?
TAG inh: -16; TAG inh DAPI viability: 6

Results for Cc1cccc(NC(=O)NNC(=O)c2ccc3ccccc3c2O)c1 ?
TAG inh: 9; TAG inh DAPI viability: -8

How did COc1cccc2sc3ccc(NCCC4CCCN4C)cc3c(=O)c12 (stereo not given) do in these assays?
TAG inh: -23; TAG inh DAPI viability: 3

How did CCC(=O)Nc1ccc(C(=O)NNC(=O)C(c2ccccc2)c2ccccc2)cc1 do in these assays?
TAG inh: 7; TAG inh DAPI viability: 2

How did O=C(Nc1oc2ccccc2c(=O)c1-c1ccc2c(c1)OCO2)c1ccco1 do in these assays?
TAG inh: 13; TAG inh DAPI viability: -15

Results for O=C1C2C3C=CC(C3)C2C(=O)N1c1ccc(Cc2ccncc2)cc1 (stereo not given) ?
TAG inh: -39; TAG inh DAPI viability: 11

How did CC12CCC(=O)C=C1CCC1C2CCC2(C)C1CC1C3C(=O)N(Cc4ccccc4)C(=O)C3CC(=O)C12 (stereo not given) do in these assays?
TAG inh: -2; TAG inh DAPI viability: -1

How did CCOc1c(Cl)cc(/C=C/C(=O)N(CC)CC(=O)Nc2ccc(NC(C)=O)cc2)cc1OC do in these assays?
TAG inh: 1; TAG inh DAPI viability: 5

What do the screens show for `CN(C)C(=O)CSc1n[nH]c(=O)[nH]c1=O`?
TAG inh: -10; TAG inh DAPI viability: -2

What do the screens show for `Cc1ccc(N=C2CCCCCN2C)c(C#N)c1`?
TAG inh: -12; TAG inh DAPI viability: 2

How did CCC(Sc1nncn1C)C(=O)Nc1cc(C)on1 (stereo not given) do in these assays?
TAG inh: -11; TAG inh DAPI viability: 9

Results for COc1ccc(NC(=O)c2cc(C3CCCCN3C(=O)OCC(C)C)on2)c(C)c1 (stereo not given) ?
TAG inh: 1; TAG inh DAPI viability: 0

How did CCOC(=O)c1c(N)nn(C(=O)CC)c1-c1ccccc1 do in these assays?
TAG inh: 5; TAG inh DAPI viability: 2

How did CCCOC(=O)C1C2C=CC3(CN(c4cccc(Cl)c4)C(=O)C13)O2 (stereo not given) do in these assays?
TAG inh: 3; TAG inh DAPI viability: -2

What do the screens show for `CCOC(=O)C(NC(=O)Nc1ccc(F)cc1)(OCC)C(F)(F)F` (stereo not given)?
TAG inh: 0; TAG inh DAPI viability: 15

By substructure, the entries above with fluorine
What do the screens show for `O=C(c1ccc(F)cc1)N1CCOC(c2nc(-c3ccc(F)cc3)no2)C1` (stereo not given)?
TAG inh: -16; TAG inh DAPI viability: 2

How did O=c1ccn(-c2cccc(C(F)(F)F)c2)nc1-c1ccn(-c2cccc(Cl)c2)n1 do in these assays?
TAG inh: 16; TAG inh DAPI viability: -7

Results for OC(c1cccc(CN2CCCCC2)c1)c1ncc(-c2cccc(C(F)(F)F)c2)[nH]1 (stereo not given) ?
TAG inh: 7; TAG inh DAPI viability: -1

Results for CCOC(=O)c1noc(C)c1C(=O)Nc1cccc(F)c1 ?
TAG inh: -3; TAG inh DAPI viability: 7

What do the screens show for `CC(C)(C)NS(=O)(=O)c1ccc(Oc2ncc(C(F)(F)F)cc2Cl)cc1`?
TAG inh: -10; TAG inh DAPI viability: -9

What do the screens show for `CCOC(=O)C(NC(=O)Nc1ccc(F)cc1)(OCC)C(F)(F)F` (stereo not given)?
TAG inh: 0; TAG inh DAPI viability: 15

Going on with the list.
How did COc1ccc(C(=O)Nc2cc(OC)c(Cl)cc2OC)cc1 do in these assays?
TAG inh: -8; TAG inh DAPI viability: -4

What do the screens show for `O=C(COc1ncnc2sccc12)N1CCc2ccccc2C1`?
TAG inh: 4; TAG inh DAPI viability: -1

How did CCc1nnc(NC(=O)c2cccc(S(=O)(=O)N3CCN(C(C)=O)CC3)c2)s1 do in these assays?
TAG inh: -19; TAG inh DAPI viability: 7

How did Cc1cc(C)cc(NC(=O)Nn2cnnc2)c1 do in these assays?
TAG inh: -10; TAG inh DAPI viability: -4

How did CC12CCC(=O)N1C(C(=O)NCCN1C(=O)S/C(=C\c3ccc(OC(F)F)cc3)C1=O)CS2 (stereo not given) do in these assays?
TAG inh: -2; TAG inh DAPI viability: -10

How did O=C1COc2ccc(C(=O)CSc3nnc(NCc4ccccc4)s3)cc2N1 do in these assays?
TAG inh: -11; TAG inh DAPI viability: 4

What do the screens show for `O=C(O)CCc1nc2cc3ccccc3cc2[nH]1`?
TAG inh: -5; TAG inh DAPI viability: 9

How did CC(=O)Nc1cc(-c2cccc(F)c2)cn2c(-c3ccc(F)cc3)cnc12 do in these assays?
TAG inh: 2; TAG inh DAPI viability: -3

Results for COCCn1c(=S)[nH]c2cc(C(=O)NC(C)C)ccc2c1=O ?
TAG inh: 6; TAG inh DAPI viability: 5

Results for O=C(CSc1nnnn1C1CC1)N1CCN(c2ccccc2F)CC1 ?
TAG inh: -13; TAG inh DAPI viability: -3

What do the screens show for `CN(c1ccccc1)S(=O)(=O)c1ccc(Cl)c(C(=O)NCCc2c[nH]c3ccccc23)c1`?
TAG inh: 17; TAG inh DAPI viability: -10

What do the screens show for `CCOC(=O)CN1C(=O)N[C@@H](CCc2ccccc2)[C@H](C(C)=O)[C@H]1C`?
TAG inh: 32; TAG inh DAPI viability: -47

Results for CCOc1ccc(CC(=O)Nc2c3c(nn2C(C)(C)C)CS(=O)(=O)C3)cc1 ?
TAG inh: 15; TAG inh DAPI viability: -6

Results for Cc1[nH]c(=O)[nH]c(=O)c1NC(=O)c1ccccc1[N+](=O)[O-] ?
TAG inh: -21; TAG inh DAPI viability: 13

What do the screens show for `O=C(NCC1COc2ccccc2O1)c1cccc(S(=O)(=O)N2CCOCC2)c1` (stereo not given)?
TAG inh: 3; TAG inh DAPI viability: -11

What do the screens show for `NC(Cc1ccc(C(F)(F)F)cc1)c1csc(Nc2ccc(C(=O)NCc3ccco3)cn2)n1` (stereo not given)?
TAG inh: 36; TAG inh DAPI viability: 11

What do the screens show for `CC(C)CCN1NC2(CCCC(C)C2)NC1=S` (stereo not given)?
TAG inh: 1; TAG inh DAPI viability: -15

Results for c1ccc(CC2CCN(c3ncnc4sccc34)CC2)cc1 ?
TAG inh: -9; TAG inh DAPI viability: -16

How did CS(=O)(=O)N1CCC(C(=O)Nc2cc(Cl)c(Cl)cc2Cl)CC1 do in these assays?
TAG inh: 10; TAG inh DAPI viability: -12

How did Cc1cc(=O)[nH]c2c(C)cc(S(=O)(=O)Nc3ccc(O)cc3)cc12 do in these assays?
TAG inh: 8; TAG inh DAPI viability: -7

What do the screens show for `CCC(Oc1ccccc1)C(=O)N1CCN(CC)CC1` (stereo not given)?
TAG inh: 6; TAG inh DAPI viability: -9

Results for Nc1nc(C2CC2)c(Sc2sc(N)nc2C2CC2)s1 ?
TAG inh: 10; TAG inh DAPI viability: 0

Results for Cc1c(N2C(=O)c3cccc4cccc(c34)C2=O)c(=O)n(-c2ccccc2)n1C ?
TAG inh: 14; TAG inh DAPI viability: -3

What do the screens show for `COc1cccc(/C(C)=N/NC(=O)c2cc(-c3cccnc3)nc3ccccc23)c1`?
TAG inh: -7; TAG inh DAPI viability: -5

What do the screens show for `S=C(NCCOCCOCCNC(=S)Nc1ccccc1)Nc1ccccc1`?
TAG inh: -3; TAG inh DAPI viability: 3

What do the screens show for `Cc1nc(N/N=C/c2cccc(F)c2)cc(N2CCOCC2)n1`?
TAG inh: 64*; TAG inh DAPI viability: -42*

How did COc1ccc(CCNC(=O)COc2ccc(N(C)S(=O)(=O)c3ccc(Cl)cc3)cc2)cc1 do in these assays?
TAG inh: -13; TAG inh DAPI viability: 2

What do the screens show for `CCc1ccccc1-n1nnnc1-c1cnccc1C(F)(F)F`?
TAG inh: 3; TAG inh DAPI viability: -1

What do the screens show for `CCOc1ccc(C(=O)CN2CCN(S(=O)(=O)c3ccc(Br)cc3)CC2)cc1`?
TAG inh: -5; TAG inh DAPI viability: -4

What do the screens show for `CC(C)(C)OC(=O)N1CCCC(C(=O)Nc2cccc(C(=O)NCCCCc3ccccc3)c2)C1` (stereo not given)?
TAG inh: 14; TAG inh DAPI viability: -10

Results for CCOC(=O)Cc1cnc(NC(=O)Cn2nnc(-c3ccc(OCC)cc3)n2)s1 ?
TAG inh: 9; TAG inh DAPI viability: -6

Results for C[C@H](CO)N1C[C@H](C)[C@H](CN(C)C(=O)Nc2ccc3c(c2)OCO3)Oc2ncc(Br)cc2C1=O ?
TAG inh: 21; TAG inh DAPI viability: -10

How did CCCCc1nc2sc3c(=O)[nH]c(=S)[nH]c3c2c2c1CCC2 do in these assays?
TAG inh: -11; TAG inh DAPI viability: -10

Results for CCCCNC(=S)NNC(=O)c1cccnc1 ?
TAG inh: 8; TAG inh DAPI viability: 8

Results for Cn1cnc([N+](=O)[O-])c1Oc1ccccc1 ?
TAG inh: 5; TAG inh DAPI viability: -10

Results for CCN1C(=O)[C@@H]2C(C(=O)c3cnccn3)=NN[C@@H]2C1=O ?
TAG inh: -4; TAG inh DAPI viability: 3

What do the screens show for `Cc1nnsc1C(=O)NC1CCCc2c1cnn2-c1ccccc1F` (stereo not given)?
TAG inh: -31; TAG inh DAPI viability: 1

How did COc1ccc(CC2(CO)CCN(S(=O)(=O)c3c(C)nn(C)c3C)CC2)cc1 do in these assays?
TAG inh: 7; TAG inh DAPI viability: 3

What do the screens show for `O=C1CC(C(=O)Nc2ccc(Cl)cc2)S/C(=N\N=C\c2ccco2)N1` (stereo not given)?
TAG inh: -16; TAG inh DAPI viability: 2

What do the screens show for `CCn1c(NC(=O)C(C)C)c(-c2ccccc2)c(=O)c2ccccc21`?
TAG inh: 123; TAG inh DAPI viability: -96

What do the screens show for `C[C@@H](N)C(=O)N[C@H]1CCC2C3CC=C4C[C@@H](O)CC[C@]4(C)C3CC[C@@]21C` (stereo not given in full)?
TAG inh: 2; TAG inh DAPI viability: 2

What do the screens show for `OCC[C@H]1C[C@@H](O)[C@H](O)[C@@]2(Cc3ccccc3CCO2)O1`?
TAG inh: 2; TAG inh DAPI viability: 3

In the list so far, 2 contain a cyano group.
How did CCC(Sc1nc(-c2ccccc2)c(C#N)c(=O)[nH]1)C(=O)Nc1nnc(C)s1 (stereo not given) do in these assays?
TAG inh: 1; TAG inh DAPI viability: -8

What do the screens show for `Cc1ccc(N=C2CCCCCN2C)c(C#N)c1`?
TAG inh: -12; TAG inh DAPI viability: 2

Not all compounds are listed. The share of hits here may be higher or lower than overall.
